Lipid droplet: inhibitors of hepatocyte lipid droplet formation, primary screen, imaging, high-throughput imaging, BODIPY stain; AID 1656, 2009; 240,000 tested, 0.4% active; inhibition, % at 6.5 µM; AML12 mouse hepatocytes, oleate lipid droplets;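 active = lipid droplet intensity inhibited by at least 50%, with more than 500 cells counted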
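Assay system: AML12 hepatocytes (mouse) / Also added: 100 µM oleic acid challenge / Times: overnight treatment with compound plus oleate / Detection: high-content imaging of BODIPY-stained droplets and DAPI nuclei / Evaluation: % inhibition of lipid droplet signal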
HEK293 NOD2/NF-kB: NOD2 signaling inhibitors, cell-based, luminescence, uHTS, HEK293 (AID 1566); HEK293 NOD2/NF-kB luciferase reporter, luminescence; higher % means a stronger effect; inhibition, % at 4 µM, or EC50 in µM where a hit was titrated; 290,000 tested, 0.63% active; in the data active = inhibition above about 50%; also: many of its hits are not listed in these tables
Lipid droplet cells 6.5 µM: second read-out of Lipid droplet, no call of its own (marks repeat the call); cell count; measured here: cell count, cytotoxicity flag;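 cells counted across two imaged fields per well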
Numbers without * were called inactive. Some of the compounds tested (hit frequency here may not be typical).

What do the screens show for `CN(C)S(=O)(=O)c1cccc(NC(=O)CN(CCO)CC(=O)Nc2cccc(S(=O)(=O)N(C)C)c2)c1`?
Lipid droplet: 18; HEK293 NOD2/NF-kB: -16%; Lipid droplet cells 6.5 µM: 809

How did COC1OC(COC(=O)c2ccccc2)C(OC(=O)c2ccccc2)C1OC(=O)c1ccccc1 (configuration not stated) do in these assays?
Lipid droplet: -49; HEK293 NOD2/NF-kB: -5%; Lipid droplet cells 6.5 µM: 833

Results for O=C(CNCc1cccc(Cl)c1)N1CCc2ccccc2C1 ?
Lipid droplet: -1; HEK293 NOD2/NF-kB: 16%; Lipid droplet cells 6.5 µM: 796

Results for O=S(=O)(c1ccc(Cl)cc1)N1CCN(Cc2ccncc2)CC1 ?
Lipid droplet: -4; HEK293 NOD2/NF-kB: -25%; Lipid droplet cells 6.5 µM: 758

Results for Cc1ccccc1Nc1nnc(SCC(=O)c2ccc(O)cc2O)s1 ?
Lipid droplet: -16; HEK293 NOD2/NF-kB: 8%; Lipid droplet cells 6.5 µM: 696

How did CCOc1ccc(CNC(=O)Cn2nc(C)n3nc(-c4ccccc4)cc3c2=O)cc1 do in these assays?
Lipid droplet: -1; HEK293 NOD2/NF-kB: -6%; Lipid droplet cells 6.5 µM: 701

How did NC1=NC(=O)/C(=C\c2ccc(-c3ccc(Cl)cc3)o2)S1 do in these assays?
Lipid droplet: 0; HEK293 NOD2/NF-kB: -23%; Lipid droplet cells 6.5 µM: 767

How did COc1ccc(N(CC(=O)NCCSC2CCCCC2)S(=O)(=O)c2ccccc2)cc1OC do in these assays?
Lipid droplet: -6; HEK293 NOD2/NF-kB: -48%; Lipid droplet cells 6.5 µM: 622

Results for Cc1ccccc1OCC(=O)Nc1ccccc1NC(=O)c1ccco1 ?
Lipid droplet: -10; HEK293 NOD2/NF-kB: -3%; Lipid droplet cells 6.5 µM: 787

What do the screens show for `Cc1ccc(CN2CCN(Cc3ccc4cccc(F)c4n3)CC2CCO)cc1` (configuration not stated)?
Lipid droplet: 4; HEK293 NOD2/NF-kB: -14%; Lipid droplet cells 6.5 µM: 842

How did Cc1ccc(C(=O)N[C@H](C(=O)Nc2sccc2C(N)=O)C(C)C)cc1 do in these assays?
Lipid droplet: -49; HEK293 NOD2/NF-kB: 1%; Lipid droplet cells 6.5 µM: 772

Results for CCOCC(=O)Nc1ccc(S(=O)(=O)NCC2CCCO2)cc1 (configuration not stated) ?
Lipid droplet: -5; HEK293 NOD2/NF-kB: -1%; Lipid droplet cells 6.5 µM: 799

Results for O=C(Oc1cccc2ccccc12)C1CC1 ?
Lipid droplet: 3; HEK293 NOD2/NF-kB: 0%; Lipid droplet cells 6.5 µM: 788

How did Cc1cccc(-n2ncc3c2CCCC3NC(=O)CCN2CCCCO2)c1C (configuration not stated) do in these assays?
Lipid droplet: -11; HEK293 NOD2/NF-kB: 27%; Lipid droplet cells 6.5 µM: 796

Results for CCCNC(=S)NC1CC2CCCC(C1)N2Cc1ccc(F)cc1 (configuration not stated) ?
Lipid droplet: 1; HEK293 NOD2/NF-kB: 4%; Lipid droplet cells 6.5 µM: 813

Results for COc1cc(OC)cc(C(=O)Nc2nnc(SCC(=O)NCc3ccco3)s2)c1 ?
Lipid droplet: -4; HEK293 NOD2/NF-kB: -11%; Lipid droplet cells 6.5 µM: 690

Results for CC1CCN(C(=O)CC(NC(N)=O)c2ccccc2Cl)CC1 (configuration not stated) ?
Lipid droplet: 0; HEK293 NOD2/NF-kB: 9%; Lipid droplet cells 6.5 µM: 727

Results for O=C(NC(=S)NCc1ccco1)c1ccccc1[N+](=O)[O-] ?
Lipid droplet: -10; HEK293 NOD2/NF-kB: 1%; Lipid droplet cells 6.5 µM: 663

How did COc1ccc(N2CCN(C3CCCN(C(=O)c4ccoc4)C3)CC2)cc1 (configuration not stated) do in these assays?
Lipid droplet: 1; HEK293 NOD2/NF-kB: 20%; Lipid droplet cells 6.5 µM: 780

Results for COc1ccccc1CNS(=O)(=O)c1ccc(S(=O)(=O)NC2CC2)cc1 ?
Lipid droplet: 37; HEK293 NOD2/NF-kB: 4%; Lipid droplet cells 6.5 µM: 783

How did Cc1ccc(NC(=O)Cc2nnc(SCC(=O)Nc3ccc(N4CCOCC4)cc3)n2C)cc1 do in these assays?
Lipid droplet: -4; HEK293 NOD2/NF-kB: -19%; Lipid droplet cells 6.5 µM: 812

Results for O=Cc1ccc(Oc2nc(Cl)ncc2F)cc1 ?
Lipid droplet: 2; HEK293 NOD2/NF-kB: -4%; Lipid droplet cells 6.5 µM: 769

How did CCOc1ccc(NC(=O)CN(C)C(=O)c2ccc(N3CCOCC3)c([N+](=O)[O-])c2)cc1OCC do in these assays?
Lipid droplet: 28; HEK293 NOD2/NF-kB: 9%; Lipid droplet cells 6.5 µM: 842

What do the screens show for `COc1cccc(NC(=O)Cn2nnc(C(=O)Nc3cc(Cl)ccc3OC)c2N)c1`?
Lipid droplet: -6; HEK293 NOD2/NF-kB: 10%; Lipid droplet cells 6.5 µM: 715

Results for NC(=O)CC(NC(=O)c1cccc(Br)c1)c1ccc(N2CCN(c3ccc(F)cc3)CC2)c([N+](=O)[O-])c1 (configuration not stated) ?
Lipid droplet: 5; HEK293 NOD2/NF-kB: 17%; Lipid droplet cells 6.5 µM: 844

How did Cn1c(/C=C/c2cccc(Br)c2)nc2ccccc2c1=O do in these assays?
Lipid droplet: 0; HEK293 NOD2/NF-kB: 3%; Lipid droplet cells 6.5 µM: 847

What do the screens show for `COc1ccc(C(=O)Nc2nnc(CCc3ccccc3)s2)c(OC)c1`?
Lipid droplet: -1; HEK293 NOD2/NF-kB: 8%; Lipid droplet cells 6.5 µM: 794

What do the screens show for `CCCC(C(=O)NC1CCCC1)N(Cc1ccccc1)C(=O)c1snc(C(N)=O)c1N` (configuration not stated)?
Lipid droplet: -2; HEK293 NOD2/NF-kB: -2%; Lipid droplet cells 6.5 µM: 650

Results for Cc1cc(C)c(CN2CCC(n3nccc3NC(=O)CCOc3ccccc3)CC2)cc1C ?
Lipid droplet: 4; HEK293 NOD2/NF-kB: -17%; Lipid droplet cells 6.5 µM: 692

What do the screens show for `O=C(NN=C1CCCC1)c1ccc(O)cc1`?
Lipid droplet: 2; HEK293 NOD2/NF-kB: 9%; Lipid droplet cells 6.5 µM: 781

Part of the list above in order of molecular weight, ascending.
Results for O=C(NC(=S)NCc1ccco1)c1ccccc1[N+](=O)[O-] ?
Lipid droplet: -10; HEK293 NOD2/NF-kB: 1%; Lipid droplet cells 6.5 µM: 663

Results for CC1CCN(C(=O)CC(NC(N)=O)c2ccccc2Cl)CC1 (configuration not stated) ?
Lipid droplet: 0; HEK293 NOD2/NF-kB: 9%; Lipid droplet cells 6.5 µM: 727

What do the screens show for `COc1ccc(C(=O)Nc2nnc(CCc3ccccc3)s2)c(OC)c1`?
Lipid droplet: -1; HEK293 NOD2/NF-kB: 8%; Lipid droplet cells 6.5 µM: 794

Results for COc1cc(OC)cc(C(=O)Nc2nnc(SCC(=O)NCc3ccco3)s2)c1 ?
Lipid droplet: -4; HEK293 NOD2/NF-kB: -11%; Lipid droplet cells 6.5 µM: 690

Results for Cc1cc(C)c(CN2CCC(n3nccc3NC(=O)CCOc3ccccc3)CC2)cc1C ?
Lipid droplet: 4; HEK293 NOD2/NF-kB: -17%; Lipid droplet cells 6.5 µM: 692

How did Cc1ccc(NC(=O)Cc2nnc(SCC(=O)Nc3ccc(N4CCOCC4)cc3)n2C)cc1 do in these assays?
Lipid droplet: -4; HEK293 NOD2/NF-kB: -19%; Lipid droplet cells 6.5 µM: 812

How did CCOc1ccc(NC(=O)CN(C)C(=O)c2ccc(N3CCOCC3)c([N+](=O)[O-])c2)cc1OCC do in these assays?
Lipid droplet: 28; HEK293 NOD2/NF-kB: 9%; Lipid droplet cells 6.5 µM: 842

Results for NC(=O)CC(NC(=O)c1cccc(Br)c1)c1ccc(N2CCN(c3ccc(F)cc3)CC2)c([N+](=O)[O-])c1 (configuration not stated) ?
Lipid droplet: 5; HEK293 NOD2/NF-kB: 17%; Lipid droplet cells 6.5 µM: 844

(cont.)
Results for CC(=O)NCCNC(=O)c1ccc(Cn2c(=O)[nH]c3ccsc3c2=O)cc1 ?
Lipid droplet: 0; HEK293 NOD2/NF-kB: -12%; Lipid droplet cells 6.5 µM: 820

Results for Cc1cccc(C(=O)NNC(=S)NC(=O)c2cccs2)c1 ?
Lipid droplet: -2; HEK293 NOD2/NF-kB: 21%; Lipid droplet cells 6.5 µM: 816

How did Cc1ccc(NC(=O)CS(=O)CC(=O)N(CC(=O)NC(C)(C)C)c2cccc(C)c2C)cc1 (configuration not stated) do in these assays?
Lipid droplet: 18; HEK293 NOD2/NF-kB: 4%; Lipid droplet cells 6.5 µM: 513

What do the screens show for `CCOc1cc(C2NC(=O)c3ccccc3O2)ccc1OC` (configuration not stated)?
Lipid droplet: -5; HEK293 NOD2/NF-kB: -1%; Lipid droplet cells 6.5 µM: 790

Results for Cc1oc(-c2cccc(Cl)c2)nc1CS(=O)(=O)CC(=O)NCc1ccco1 ?
Lipid droplet: 0; HEK293 NOD2/NF-kB: 5%; Lipid droplet cells 6.5 µM: 731

Results for O=C(O)Cn1c(=O)c(-c2ccccc2)nc2ccccc21 ?
Lipid droplet: 8; HEK293 NOD2/NF-kB: 12%; Lipid droplet cells 6.5 µM: 843

Results for Cc1ccc(-c2c(NC(=O)c3ccco3)oc3ccccc3c2=O)cc1 ?
Lipid droplet: -19; HEK293 NOD2/NF-kB: 3%; Lipid droplet cells 6.5 µM: 757

What do the screens show for `CCCNC(=O)CN1C(=O)COc2ccc(S(=O)(=O)N3CC(C)CC(C)C3)cc21` (configuration not stated)?
Lipid droplet: -5; HEK293 NOD2/NF-kB: 27%; Lipid droplet cells 6.5 µM: 717

How did Cc1nnc(NC(=O)C2CCCN2C(=O)Nc2ccccc2)s1 (configuration not stated) do in these assays?
Lipid droplet: -1; HEK293 NOD2/NF-kB: -1%; Lipid droplet cells 6.5 µM: 678

How did COC(=O)C1(Cc2cc(-c3ccc(Cl)cc3)no2)CCN(C(=O)OC(C)(C)C)CC1 do in these assays?
Lipid droplet: -6; HEK293 NOD2/NF-kB: 16%; Lipid droplet cells 6.5 µM: 752

What do the screens show for `CN(C(=O)CN1C(=O)S/C(=C\c2ccccc2)C1=O)C1CCS(=O)(=O)C1` (configuration not stated)?
Lipid droplet: -2; HEK293 NOD2/NF-kB: -3%; Lipid droplet cells 6.5 µM: 690

What do the screens show for `COc1cnc(-c2ccccn2)nc1Oc1cccc(C(F)(F)F)c1`?
Lipid droplet: -2; HEK293 NOD2/NF-kB: 38%; Lipid droplet cells 6.5 µM: 794

How did O=C(CN(C(=O)c1csnn1)c1ccc(Br)cc1)NC1CCCCC1 do in these assays?
Lipid droplet: -27; HEK293 NOD2/NF-kB: 1%; Lipid droplet cells 6.5 µM: 730

What do the screens show for `CCCCNC(=O)CN1C(=O)NC(Cc2ccccc2)(Cc2ccccc2)C1=O`?
Lipid droplet: -4; HEK293 NOD2/NF-kB: -4%; Lipid droplet cells 6.5 µM: 747

Results for Cc1cc(C)cc(N(CC(=O)Nc2ccc(Br)cc2)S(=O)(=O)c2c(C)[nH]c(=O)[nH]c2=O)c1 ?
Lipid droplet: 2; HEK293 NOD2/NF-kB: -36%; Lipid droplet cells 6.5 µM: 702

Results for CCOC(=O)C1(Cc2ccccc2C)CCCN(C(=O)c2ccc(COC)o2)C1 (configuration not stated) ?
Lipid droplet: -2; HEK293 NOD2/NF-kB: -44%; Lipid droplet cells 6.5 µM: 686

How did CN(C)S(=O)(=O)c1ccc(C(=O)OCCc2ccccc2)cc1 do in these assays?
Lipid droplet: -3; HEK293 NOD2/NF-kB: -13%; Lipid droplet cells 6.5 µM: 816

What do the screens show for `COc1ccc(-n2c(COc3cccc(C)c3)n[nH]c2=S)cc1`?
Lipid droplet: 14; HEK293 NOD2/NF-kB: 14%; Lipid droplet cells 6.5 µM: 816

What do the screens show for `COc1ccc(C(=O)N2CCC3(CC2)NCCc2[nH]cnc23)cc1OC`?
Lipid droplet: -1; HEK293 NOD2/NF-kB: 3%; Lipid droplet cells 6.5 µM: 694

How did COc1ccc(C)cc1NC(=O)c1sc2ncn(CC(=O)N3CCCCC3)c(=O)c2c1C do in these assays?
Lipid droplet: 0; HEK293 NOD2/NF-kB: 5%; Lipid droplet cells 6.5 µM: 797

How did CCCNC(=O)COC(=O)c1c2c(nc3ccccc13)CCC2 do in these assays?
Lipid droplet: -3; HEK293 NOD2/NF-kB: 12%; Lipid droplet cells 6.5 µM: 807

Results for COC(=O)c1c(C)[nH]c(C(=O)NCCc2ccc(S(N)(=O)=O)cc2)c1C ?
Lipid droplet: 12; HEK293 NOD2/NF-kB: -1%; Lipid droplet cells 6.5 µM: 799

Results for COc1ccc(CNC(=O)[C@H](C)NC(=O)C2CCN(C(=O)[C@@H](N)CCSC)CC2)cc1 ?
Lipid droplet: 4; HEK293 NOD2/NF-kB: 0%; Lipid droplet cells 6.5 µM: 854

How did O=C(CSc1ncn[nH]1)NCCc1ccc(Cl)cc1Cl do in these assays?
Lipid droplet: -16; HEK293 NOD2/NF-kB: 5%; Lipid droplet cells 6.5 µM: 792

What do the screens show for `CC(C(=O)NCc1ccco1)n1ccc2cc(S(=O)(=O)N3CCCCC3)ccc21` (configuration not stated)?
Lipid droplet: -2; HEK293 NOD2/NF-kB: 22%; Lipid droplet cells 6.5 µM: 708

Results for C/C(=N\NC(=O)c1nnn(-c2nonc2N)c1CN(C)c1ccccc1)c1cccc(O)c1 ?
Lipid droplet: -9; HEK293 NOD2/NF-kB: -42%; Lipid droplet cells 6.5 µM: 785

High-throughput results deposited in PubChem by Sanford-Burnham Center for Chemical Genomics.
